Compound activity (PubChem BioAssay)
NCI-60 one-dose screen, 48 h, at 10 µM unless noted. Numbers give growth in % (100 = growth as untreated, 0 = no growth, -100 = all killed).
HL-60(TB): HL-60(TB) leukemia cells; hit rate 9% among 78,000; active = growth percent below 10
Active calls of the source: *; & = joins results of further samples; [ ] = another dose, or the depositor's remark. A portion of the library; the hit share may differ from the screen's.

SMILES | HL-60(TB)
O=C1c2ccccc2C(=O)N1c1ccccc1Cl | 104
C/C(=N\Nc1ccc(S(N)(=O)=O)cc1)c1cc2ccccc2oc1=O | 117
O=CC(=O)C(C(=O)O)[N+](=O)[O-] (configuration not stated) | 105
Clc1ccccc1-c1cnn2cc(-c3ccccc3)cnc12 | 96
O=C(NCc1ccccn1)C(O)C(Cc1ccccc1)N(Cc1ccccc1)Cc1ccccc1 (configuration not stated) | 77
C=C(C)[C@@H]1CC[C@]2(C(=O)OC)CC[C@]3(C)[C@H](CC[C@@H]4[C@@](C)(CCc5nn[nH]n5)[C@H](C(=C)C)CC[C@]43C)[C@@H]12 | -11*[100 µM]
COC(=O)C(OCc1ccccc1Br)C(=O)Nc1ccc([N+](=O)[O-])cc1 (configuration not stated) | 104
O=C(c1cccc(C(=O)c2ccc3c4c(cccc24)C(=O)N(c2ccccc2)C3=O)c1)c1ccc2c3c(cccc13)C(=O)N(c1ccccc1)C2=O | 103
COc1cc(C2CC(c3ccc(Cl)cc3)=NN2c2ccc(Cl)cc2)cc(OC)c1OC (configuration not stated) | 98
COc1ccc(/C=C2\COc3ccc(O)cc3C2=O)c(OC)c1OC | 13
CSC1=Nc2ccccc2N=C(N2CCCC2)C1 | 90
CC(C)(C)c1ccc(/C=C/C(=O)Nc2ccc(O)cc2)cc1 | -13*
Cc1cccc(C)c1N | 97
C#CCOc1ccc(C(Nc2ccc(F)c(Cl)c2)c2nnnn2C2CCCCC2)cc1OC (configuration not stated) | 93
O=[N+]([O-])c1ccc(O)c(C=NCCN=Cc2cc([N+](=O)[O-])ccc2O)c1 | 78
CCC(=O)Cc1ccccn1 | 87
CCn1nccc1NC(=O)C(=O)c1cn(Cc2ccc(F)cc2)c2cccc(OC)c12 | 57
COc1cc(-c2ccc(N=Nc3c(O)c(C(=O)Nc4ccccc4OC)cc4ccccc34)c(OC)c2)ccc1N=Nc1c(O)c(C(=O)Nc2ccccc2OC)cc2ccccc12 | 79
COc1cc(-c2nnc(-c3ccncc3)o2)cc(OC)c1OC | 96
NC1N=C(Nc2ccccc2)N=CC(c2cc3ccccc3oc2=O)=N1 (configuration not stated) | 98
CC(C)OC(=O)NCc1ccccc1 | 111
Cc1c(N)ccc(-c2ccc(N)c(C)c2S(=O)(=O)O)c1S(=O)(=O)O | 95
COc1ccc(C2C(C#N)=C(N)Oc3c2c(=O)n(C)c(=O)n3C)cc1 (configuration not stated) | 99
CC(CCC(=O)O)[C@H]1CCC2C3C(=O)C[C@@H]4CC(=O)CC[C@]4(C)C3CC(=O)[C@@]21C (some centres not stated) | 106
O=C(CN1C(=O)C(=O)c2ccccc21)Nc1ccc(-c2nc3ccccc3s2)cc1 | 94

Next part, overlapping the part above by 2 compounds.
SMILES | HL-60(TB)
CC(CCC(=O)O)[C@H]1CCC2C3C(=O)C[C@@H]4CC(=O)CC[C@]4(C)C3CC(=O)[C@@]21C (some centres not stated) | 106
O=C(CN1C(=O)C(=O)c2ccccc21)Nc1ccc(-c2nc3ccccc3s2)cc1 | 94
CCOc1cc2c(cc1OCC)C(C)NCC2 (configuration not stated) | 102
Cc1cc(C)on1 | 76
CCOC(=O)C1=C(C)OC(N)=C(C#N)C1c1cc2ccccc2n2nnnc12 (configuration not stated) | 84
O=C(C1CC2CCC13CCCCC23)C1CC2CCC13CCCCC23 (configuration not stated) | 100
CC1=Nc2cnc(Nc3ccc(OCCN4CCCC4)cc3)nc2Nc2ccccc21 | 76
CC(=O)[C@H]1[C@H](C)C[C@H]2[C@@H]3CC[C@@H]4C[C@@H](O)CC[C@]4(C)[C@H]3CC[C@@]21C | 91
COC(=O)/C=C1\S/C(=N\NS(=O)(=O)c2ccc(C)cc2)N(c2ccccc2)C1=O | 105
CCOc1cc2c(=O)[nH]cnc2c(OCC)c1OCC | 95
c1ccc2c(c1)Sc1ccccc1S2 | 107
COc1cc(-c2nc(SCCC(C)C)nc(Nc3cccc(C)c3)c2C#N)cc(OC)c1OC | 98
CN1CCN(Cc2ccc(NC(=O)c3cncc(C#Cc4cncc5nccnc45)c3)cc2C(F)(F)F)CC1 | 1.7*
Oc1cc(O)c(N=Nc2ncn[nH]2)c(O)c1 | 104
NS(=O)(=O)c1ccc(CCn2c(SCC(=O)N/N=C/c3ccccc3)nc3ccccc3c2=O)cc1 | 70
Cc1ccc2oc(=O)cc(-c3nc4ccc([N+](=O)[O-])cc4[nH]3)c2c1 | 53
CC(=O)Nc1ccc(C(N)=O)cn1 | 78
Cc1ccc(NC(=O)N(C)C)cc1NC(=O)N(C)C | 99
CCCCNC(=O)Cc1c(-c2ccc(OC)cc2)oc2c(OC)c3c(c(OC)c12)OCO3 | 99
CC/C(C)=C1\NC(=O)NC1=O | 77
CCCCOC(=S)SSC(=S)OCCCC | 91
COc1cc(-c2nn(C(=O)NCCN3CCN(C(C)=O)CC3)cc2-c2ccncc2)ccc1Cl | 93
Cc1cnc(NC(=O)CNc2nnc(-c3cccnc3SCc3ccccc3)s2)s1 | 104
ClC1OC(Cl)C(Cl)OC1Cl (configuration not stated) | 94
O=C(/C=C/c1ccccc1)c1c[nH]c2ccccc2c1=O | -13*
O=c1[nH]c2cc(Cl)cc([N+](=O)[O-])c2c2ccc(Cl)cc12 | 116
O=C(NNc1nc(N2CCOCC2)nc(N2CCN(C(c3ccccc3)c3ccccc3)CC2)n1)c1ccccc1 | 98
The list continues.
SMILES | HL-60(TB)
N#Cc1cc(-c2nc3ccccc3[nH]2)c(N)[nH]c1=O | 94
CSc1nnc(CCC(=O)Nc2c(C)cccc2C(C)(C)C)o1 | 116
NS(=O)(=O)c1ccc(Nc2cc(-c3ccccc3)nc(SCC(=O)c3ccccc3)n2)cc1 | 106
C[C@H]1[C@H]2C3=CC[C@H]4[C@@](C)(CC[C@H]5C(C)(C)c6[nH]c7ccccc7c6C[C@]45C)[C@@H]3CC[C@@]2(C(=O)n2ccnc2)CC[C@@H]1C | 104
CCOC(=O)CCN(CC(=O)OCC)C(C)C | 94
ClCc1ccco1 | 122
Cn1c2ccccc2c2c3[nH]c(=O)[nH]c(=O)c3c3c4ccccc4n(C)c3c21 | 49
Cc1ccc(C2=C/C(=C/c3ccc(-c4ccc(Cl)cc4)o3)C(=O)N2Cc2ccccc2)cc1 | 125
C/C(=N\NC(N)=S)C(C)(C)O | 102
Nc1nc(NS(=O)(=O)c2ccccc2)ncc1-c1nc2ccccc2[nH]1 | 102
Cc1ccc(-n2c(-c3ccccc3)c(-c3ccccc3)c3c(SCC(=O)n4nc(C)cc4C)ncnc32)cc1 | 104
CC(C)OC(=O)c1cccnc1 | 122
COc1cccc(-c2nn(-c3ccccc3)cc2-c2ccnc(NCCNC(=O)Nc3ccccc3)c2)c1 | 20
Oc1ccc(Cl)cc1-c1cc(-c2ccc(F)cc2)n[nH]1 | 75
Clc1ccc(SCNc2ccccc2Cl)cc1 | 87
CC1(C)OC2C(O1)[C@H](c1c[nH]c3ccccc13)c1[nH]c3ccccc3c1[C@H]2c1c[nH]c2ccccc12 (some centres not stated) | 122
COc1ccc2ccccc2c1[N+](=O)[O-] | 101
C/C(=C\CC/C=C(\C)CC/C=C(\C)CC[C@@H](O)C(C)(C)O)CC/C=C(\C)CC[C@@H](O)C(C)(C)O | -49*
C[C@@H](COc1ccn(-c2ccc(F)cc2)c(=O)c1)Oc1ccccc1 | 101
CCCCCCCCCCCCCCCCCCNC(=O)Oc1cc(C)ccc1C(C)C | 128
O=C1C=C2C=C[C@@H]3C[C@@]2(O1)[C@H]1CCCCN31 | 89
O=C(COc1ccccc1)Nc1ccc2oc(=O)ccc2c1 | 61
Fc1cnc(Nc2ccc(OCCN3CCCC3)cc2)nc1NCc1ccco1 | 53
O=C(O)CCCc1cn(Cc2cn(CC(=O)Nc3ccc(Br)cn3)nn2)c2ccccc12 | 104
Nn1c(N/N=C/c2nc(Br)cs2)n[nH]c1=S | 119

6 entries already listed, ordered by formula weight, falling.
SMILES | HL-60(TB)
O=C(O)CCCc1cn(Cc2cn(CC(=O)Nc3ccc(Br)cn3)nn2)c2ccccc12 | 104
Cc1cnc(NC(=O)CNc2nnc(-c3cccnc3SCc3ccccc3)s2)s1 | 104
Cc1ccc(NC(=O)N(C)C)cc1NC(=O)N(C)C | 99
Oc1cc(O)c(N=Nc2ncn[nH]2)c(O)c1 | 104
CC(=O)Nc1ccc(C(N)=O)cn1 | 78
CC/C(C)=C1\NC(=O)NC1=O | 77

Rewritten as tab-separated lines: part of the list above.
SMILES	HL-60(TB)
N#Cc1cc(-c2nc3ccccc3[nH]2)c(N)[nH]c1=O	94
CSc1nnc(CCC(=O)Nc2c(C)cccc2C(C)(C)C)o1	116
NS(=O)(=O)c1ccc(Nc2cc(-c3ccccc3)nc(SCC(=O)c3ccccc3)n2)cc1	106
C[C@H]1[C@H]2C3=CC[C@H]4[C@@](C)(CC[C@H]5C(C)(C)c6[nH]c7ccccc7c6C[C@]45C)[C@@H]3CC[C@@]2(C(=O)n2ccnc2)CC[C@@H]1C	104
CCOC(=O)CCN(CC(=O)OCC)C(C)C	94
ClCc1ccco1	122
Cn1c2ccccc2c2c3[nH]c(=O)[nH]c(=O)c3c3c4ccccc4n(C)c3c21	49

The list goes on.
SMILES | HL-60(TB)
CN1C(=O)C2(Nc3ccccc3-c3ccnn32)c2ccccc21 (configuration not stated) | 66
N#Cc1c(-c2cccs2)cc(-c2cnccn2)nc1OCC(=O)c1ccccc1 | 93
Cc1cc(Cl)ccc1OCC(=O)OCCC1=CCC2CC1C2(C)C (configuration not stated) | 95
CCCSc1nc(Nc2ccc(C(C)=O)cc2)c(C#N)c(-c2ccc(F)cc2)n1 | 79
NC(=O)N1CCN(CCCN2c3ccccc3Sc3cc(Cl)ccc32)CC1 | 82
CCOC(=O)c1cc(C(=O)c2cc(OC)c(OC)c(OC)c2)n2ccc(-c3ccncc3)cc12 | 65
COc1ccc(-c2cc(-c3ccc(Nc4nc(Nc5ccc(Cl)cc5)nc(Nc5ccc(Cl)cc5)n4)cc3)nc(N)c2C#N)cc1 | 28
CCOC(=O)/C(=C/c1ccccc1)C(=O)c1ccccc1 | 35
COC(=O)[C@H](Cc1cn(C)cn1)NC(=O)[C@@H](NC(=O)Nc1cc(C(F)(F)F)cc(C(F)(F)F)c1)C(C)C | -73*[100 µM]
O=c1[nH]nc2c3[nH]cnc3ncn2c1=O | 114
Cc1nc(C#N)c(N2CCC(c3nc(-c4ccc(F)cc4)no3)CC2)o1 | 102
Cc1[nH]c(=S)[nH]c(=O)c1CCC1OCCO1 | 92
O=c1cc(N2CCN(Cn3cncn3)CC2)c2cc(F)ccc2[nH]1 | 130
O=C(O)C(O)c1ccc(Cl)c(Cl)c1 (configuration not stated) | 99
COC1C(=O)CCC2(CO2)C1(O)C1(C)OC1CC=C(C)C (configuration not stated) | 50
COc1ccc(-c2cc(-c3ccc(Cl)cc3)c(C#N)c(=O)n2Cc2ccc(C(=O)Nc3ccccc3N)cc2)cc1 | 85
CCOC(=O)/C(C#N)=C/c1ccc(F)cc1 | 112
c1cc(CNCCNCc2ccncc2)ccn1 | 76
CCCCCCCCCCCCCCCCCCSC(=N)N | 46
COc1ccccc1-c1ccc2c3c(cccc13)C(=O)N(N1C(=O)c3cccc4cccc(c34)C1=O)C2=O | 104
O=C(Cn1c2ccccc2c2ccncc21)N/N=C/c1cc(O)c(O)c(O)c1 | 85
O=C(OC1COC(c2ccccc2)OC1C1OC(c2ccccc2)OCC1OC(=O)c1ccccc1)c1ccccc1 (configuration not stated) | 127
O=C(O)c1cc(=O)[nH]c2ccccc12 | 113&96
COc1ccc(-c2nc3ccc(-c4nnc(SCC(=O)Nc5ccc(C(C)=O)cc5)o4)cc3[nH]2)cc1 | 83
Cc1ccc(/C=C/C(=O)c2ccc(Nc3nc(NCCO)nc(N4CCOCC4)n3)cc2)cc1 | 112
Other compounds follow:
SMILES | HL-60(TB)
CC(C)C1(c2ccccc2)NC(=O)NC1=O (configuration not stated) | 101
CCCNC(C)(C)COC(=O)c1ccccc1 | 88
CC(=O)CCN1C(=O)c2ccccc2C1=O | 71
CN1CCN(c2nc3sc4c(c3c(=O)[nH]2)CCCC4)CC1 | 102
O=C(CC(O)c1ccncc1)c1ccccc1O (configuration not stated) | 109
Cc1noc(C)c1C(=O)Nc1n[nH]c(C)c1-c1ccccc1 | 91
NNc1n[nH]c(N)n1 | 101
CC(C)(CO)NCC(O)CS(=O)(=O)O (configuration not stated) | 74
O=C(Cn1nnc(N2CCCCC2)n1)N/N=C/c1ccccc1O | 97
CCOC(=O)C(=Cc1ccc(N(C)C)cc1)C(=O)OCC | 80
NC(=S)N/N=C\c1cccc(/C=N/NC(N)=S)n1 | 149
CCOc1ccc(Nc2nc(-c3ccc4c(c3)NC(=O)CO4)cs2)cc1 | 67
O=C(CNC(=O)c1nc(-c2ccccc2)n(-c2ccccc2)n1)NO | 98
CC(=O)c1cccc(-c2nc(N)nc(Nc3ccccc3SSc3ccccc3Nc3nc(N)nc(-c4cccc(C(C)=O)c4)n3)n2)c1 | 139
COc1ccc(/C=C/C(=O)c2cc(CC=C(C)C)c(OC)cc2OC)c(OC)c1 | 79
COc1cc2ccc(C(C)=O)cc2cc1OC | 133
COc1cccc(/C=C\C(=O)CCN2CCCC2)c1OC | 88
CC1CCC(C(C)C)C(OC(=O)c2ccc([N+](=O)[O-])cc2)C1 (configuration not stated) | 76
CC(C)N(CCOC(=O)Nc1ccccc1Cl)C(C)C | 103
O=C(c1ccc2nc(NS(=O)(=O)c3ccc4ccccc4c3)sc2c1)N1CCN(c2ccc(Cl)c(Cl)c2)CC1 | 103
COc1cccc(-c2cnc3nonc3n2)c1 | 55
C=CCNC(=S)Nc1ccccc1 | 109
O=C(Nc1cccc(Cl)c1)ON1CCCCC1 | 97
COc1ccccc1Nc1nc(SC)nc(-c2cccc(N)c2)c1C#N | 91
CCOC(=O)c1nnsc1-c1ccc(-c2snnc2C(=O)OCC)cc1 | 90
O=C(CSc1nc2ccccc2[nH]1)c1ccc(-n2ccnc2)cc1 | 106
